Screens deposited in PubChem BioAssay by several laboratories.
PriA SSB inh = K. pneumoniae PriA-SSBct interaction inhibition. AlphaScreen SSBct-PriA binding, biotinylated peptide. inhibition, % at 33 µM. hit rate 0.6% among 430,000; in the data active = inhibition mostly above about 37%, no sharp cut-off; inactive = mostly below about 20%;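 note: plate controls were negative control peptide for no effect and reference peptide for full effect; strong numbers were not always called active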
DUSP3 inh = DUSP3 (human) phosphatase inhibition. P51452. recombinant VHR phosphatase, pNPP absorbance. inhibition, % at 13.3 µM. hit rate 0.52% among 290,000. AID 1654; in the data active = inhibition above about 50%; note: some compounds called inactive have numbers as strong as hits
Y pestis TopoI = Y. pestis Topo-I inhibition via cleavage products; Y. pestis Topo-I cleavage product accumulation, plate reader; activity, % at 10 µM; hit rate 0.064% among 360,000; AID 504884; in the data active = activity above about 50%, passing the limit was not always enough; inconclusive = no clear call, values can overlap the other calls; note: inactives centre near 2
Anthrax LF prot = anthrax lethal factor protease inhibition; P15917; hit rate 0.12% among 360,000; inhibition, % at 10 µM; multiplex microsphere protease cleavage assay, LF; in the data active = inhibition above about 30%; inconclusive = no clear call, values can overlap the other calls; note: plate controls were buffer without enzyme for full effect and enzyme alone for no effect
BH1578 lux ind = quorum light induction in luxS cqsA deficient V. cholerae; V. cholerae BH1578 lux reporter, luminescence, 6 h; activation, % at 18.7 µM; hit rate 0.16% among 350,000; in the data active = activation mostly above about 9.7%, no sharp cut-off; inconclusive = no clear call, values can overlap the other calls; inactive = mostly below about 3.7%; note: not every result past the cut was called active; inactives centre near 0; reference of the scale not given here
MazEF act = activators of E. coli MazEF toxin-antitoxin RNase. P0AE70. hit rate 0.32% among 350,000. activation, % at 20 µM. FAM/BHQ RNA-DNA oligo cleavage fluorescence, 5 h; in the data active = activation above about 50%
TcdB GH inh = blocks C. difficile toxin B glycohydrolase activity | inhibition, % at 9.99 µM | TcdB glycohydrolase enzymatic assay, plate reader | AID 652162 | hit rate 0.24% among 350,000; in the data active = inhibition above about 10%
Target sequence (P18177 whole entry, looked up): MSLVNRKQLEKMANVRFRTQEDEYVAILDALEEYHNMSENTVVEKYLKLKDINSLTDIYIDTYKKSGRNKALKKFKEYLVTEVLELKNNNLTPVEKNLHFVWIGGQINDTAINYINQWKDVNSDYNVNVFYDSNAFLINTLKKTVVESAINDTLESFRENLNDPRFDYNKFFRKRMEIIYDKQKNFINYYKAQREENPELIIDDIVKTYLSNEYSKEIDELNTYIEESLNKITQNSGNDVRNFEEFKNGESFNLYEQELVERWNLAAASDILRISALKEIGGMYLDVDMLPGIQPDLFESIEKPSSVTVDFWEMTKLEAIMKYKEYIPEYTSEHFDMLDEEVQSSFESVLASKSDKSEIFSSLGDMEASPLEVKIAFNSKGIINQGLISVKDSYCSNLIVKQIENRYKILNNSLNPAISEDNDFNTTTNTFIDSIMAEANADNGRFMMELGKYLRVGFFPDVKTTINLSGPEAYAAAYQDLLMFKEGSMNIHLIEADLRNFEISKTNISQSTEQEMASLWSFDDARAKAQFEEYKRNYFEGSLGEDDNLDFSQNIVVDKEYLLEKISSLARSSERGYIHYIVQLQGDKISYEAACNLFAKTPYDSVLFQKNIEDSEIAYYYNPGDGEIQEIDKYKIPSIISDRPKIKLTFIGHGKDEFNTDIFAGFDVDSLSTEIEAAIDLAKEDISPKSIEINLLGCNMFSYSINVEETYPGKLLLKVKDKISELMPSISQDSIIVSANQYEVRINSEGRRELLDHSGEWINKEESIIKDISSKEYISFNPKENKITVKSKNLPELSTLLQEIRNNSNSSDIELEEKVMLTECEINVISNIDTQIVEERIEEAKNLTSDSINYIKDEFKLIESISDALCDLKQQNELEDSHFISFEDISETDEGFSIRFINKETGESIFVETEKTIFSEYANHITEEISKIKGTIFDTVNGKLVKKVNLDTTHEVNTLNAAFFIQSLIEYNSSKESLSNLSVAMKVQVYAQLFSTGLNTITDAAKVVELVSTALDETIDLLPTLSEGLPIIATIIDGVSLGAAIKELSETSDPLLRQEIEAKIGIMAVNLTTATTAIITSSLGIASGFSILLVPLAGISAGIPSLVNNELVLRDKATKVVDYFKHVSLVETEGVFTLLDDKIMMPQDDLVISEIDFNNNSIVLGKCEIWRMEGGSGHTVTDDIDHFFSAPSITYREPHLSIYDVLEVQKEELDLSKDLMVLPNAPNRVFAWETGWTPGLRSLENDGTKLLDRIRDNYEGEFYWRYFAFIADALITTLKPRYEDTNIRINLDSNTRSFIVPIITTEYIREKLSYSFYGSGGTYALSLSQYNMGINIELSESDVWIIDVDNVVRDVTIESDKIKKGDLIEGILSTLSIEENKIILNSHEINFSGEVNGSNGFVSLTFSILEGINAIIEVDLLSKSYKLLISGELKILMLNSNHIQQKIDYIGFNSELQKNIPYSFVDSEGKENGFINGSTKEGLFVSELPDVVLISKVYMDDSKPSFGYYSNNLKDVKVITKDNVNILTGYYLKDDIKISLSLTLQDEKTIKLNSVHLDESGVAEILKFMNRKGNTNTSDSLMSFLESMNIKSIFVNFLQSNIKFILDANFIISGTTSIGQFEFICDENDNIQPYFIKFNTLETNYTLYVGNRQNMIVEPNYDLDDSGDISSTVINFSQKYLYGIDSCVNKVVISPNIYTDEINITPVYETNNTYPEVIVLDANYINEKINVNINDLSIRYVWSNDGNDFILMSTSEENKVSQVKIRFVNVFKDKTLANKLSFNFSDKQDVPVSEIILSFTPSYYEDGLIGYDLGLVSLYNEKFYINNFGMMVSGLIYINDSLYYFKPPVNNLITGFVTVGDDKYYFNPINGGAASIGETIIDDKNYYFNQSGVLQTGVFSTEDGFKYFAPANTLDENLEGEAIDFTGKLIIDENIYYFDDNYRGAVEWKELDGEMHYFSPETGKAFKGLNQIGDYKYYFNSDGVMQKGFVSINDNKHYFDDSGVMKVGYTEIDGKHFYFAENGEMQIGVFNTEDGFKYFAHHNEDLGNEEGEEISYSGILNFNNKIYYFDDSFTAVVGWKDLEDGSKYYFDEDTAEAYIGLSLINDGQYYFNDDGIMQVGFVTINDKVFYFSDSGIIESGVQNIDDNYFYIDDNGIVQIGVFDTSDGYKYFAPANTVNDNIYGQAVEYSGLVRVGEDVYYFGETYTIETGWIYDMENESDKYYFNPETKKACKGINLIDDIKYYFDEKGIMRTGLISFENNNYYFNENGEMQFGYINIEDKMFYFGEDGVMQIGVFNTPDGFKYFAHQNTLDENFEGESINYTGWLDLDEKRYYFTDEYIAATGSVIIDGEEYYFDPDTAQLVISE
3CLpro inhibitor = SARS-CoV 3CLpro protease inhibition; P0C6X7; recombinant SARS-CoV 3CLpro, quenched FRET peptide cleavage; inhibition, % at 6 µM; hit rate 0.14% among 290,000; AID 1706; in the data active = inhibition above about 12%
Rv3671c protease = Rv3671c (M. tuberculosis) protease inhibition | P9WHR9 | inhibition, % at 5.96 µM | hit rate 0.048% among 320,000; in the data active = inhibition above about 38%;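 note: extracellular domain of Rv3671c used as enzyme; 0% = enzyme with DMSO and 100% = no enzyme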
PfHsp40 rescue = restores yeast growth despite PfHsp40 toxicity | S. cerevisiae expressing PfHsp40, growth rescue, ATP luminescence | growth rescue, % at 12.5 µM | hit rate 0.68% among 340,000 | AID 504582; in the data active = growth rescue above about 28%, passing the limit was not always enough; inconclusive = no clear call, values can overlap the other calls;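 note: yeast W303a lacking pdr1 and pdr3 grown in galactose medium; growth measured after three days at 30 °C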
* = called active by the depositor; i = inactive; ? = inconclusive; / = no result given.

Field names: A = PriA SSB inh; B = DUSP3 inh; C = Y pestis TopoI; D = Anthrax LF prot; E = BH1578 lux ind; F = MazEF act; G = TcdB GH inh; H = 3CLpro inhibitor; I = Rv3671c protease; J = PfHsp40 rescue
SMILES: Cc1cccc(CS(=O)(=O)Cc2ccc(C(=O)NCc3cccnc3)o2)c1
  A = 5; B = 13; C = 2; D = 0; E = /; F = 5; G = /; H = -3; I = -5; J = 5.9

SMILES: Nc1c(C(=O)Nc2ccc(F)cc2)sc(=S)n1-c1ccccc1F
  A = -8; B = -4; C = 7; D = -5; E = -0.6; F = -3; G = -0.5; H = 2; I = 0; J = -0.3

SMILES: COc1ccc(/C=N/NC(=O)c2ccncc2)cc1COc1ccc(NC(C)=O)cc1
  A = i; B = -7; C = /; D = /; E = /; F = -8; G = 0.8; H = 0; I = 3; J = /

SMILES: O=C(O)C1CN(C(=O)c2ccccc2)c2cc(Cl)ccc2O1 (stereo unspecified)
  A = 3; B = -9; C = -2; D = -4; E = i; F = -3; G = 0.2; H = 3; I = 1; J = -0.5

SMILES: CC(=O)Nc1cc(C(F)(F)F)ccc1OCCOc1ccccc1
  A = -20; B = /; C = -7; D = -4; E = i; F = 6; G = /; H = 2; I = -4; J = 0.0

SMILES: COc1ccc(OC)c(NC(=O)c2cc(-c3cc(C)cc(C)c3O)n[nH]2)c1
  A = -4; B = 30; C = 1; D = 16; E = -0.5; F = 27; G = 0.3; H = 0; I = 0; J = -0.8

SMILES: CCCOc1ccc(C(=O)NC(=S)NCc2cccnc2)cc1
  A = -2; B = 0; C = 29; D = -2; E = -0.2; F = 2; G = 1.0; H = 0; I = 5; J = 0.3

SMILES: O=C(NCCC1=CCCCC1)C1CCC(CNc2c(N3CCCC3)c(=O)c2=O)CC1 (stereo unspecified)
  A = -7; B = 20; C = -2; D = -6; E = i; F = 7; G = 0.4; H = -6; I = 1; J = 1.2

SMILES: CC[n+]1ccc(C[n+]2ccccc2)c2ccccc21
  A = -4; B = 2; C = -7; D = -1; E = -0.2; F = -6; G = /; H = 3; I = -8; J = 1.2

SMILES: COc1ccccc1-c1cc(C(=O)O)c2c(=O)n(C)c(=O)n(Cc3ccccc3)c2n1
  A = -37; B = 17; C = 13; D = -1; E = -0.6; F = 1; G = 0.1; H = -2; I = -6; J = -0.4

SMILES: Cc1ccc(-c2cc(C(=O)NCc3ccc4c(c3)OCO4)[nH]n2)c(O)c1C
  A = -2; B = 32; C = -9; D = 2; E = /; F = 2; G = /; H = 2; I = -10; J = 1.0

SMILES: CC(Oc1ccc(Cl)cc1)c1ccnn1S(=O)(=O)c1ccc(Cl)cc1 (stereo unspecified)
  A = -22; B = 9; C = 34; D = -3; E = -0.6; F = -1; G = /; H = 1; I = 1; J = 2.0

SMILES: COC(=O)C1=C(c2ccc(F)cc2OCc2ccccc2)C[C@@H]2CC[C@H]1N2C(=O)NCCOc1ccccc1Cl
  A = -7; B = /; C = 26; D = -2; E = -6.7; F = 7; G = 0.5; H = /; I = -6; J = 6.1

SMILES: CCN(c1ccccc1)S(=O)(=O)c1ccc(NCC2COc3ccccc3O2)nc1 (stereo unspecified)
  A = -9; B = 2; C = 0; D = 2; E = i; F = -5; G = /; H = -1; I = -11; J = 2.4

SMILES: CC(C)CCNC(=O)NC(=O)COC(=O)C1=COCCO1
  A = -4; B = 21; C = 0; D = -2; E = 0.0; F = -4; G = /; H = -2; I = 3; J = 0.1

SMILES: O=C(NC(=S)Nc1ccc2c(c1)OCCO2)c1cccc2ccccc12
  A = 17; B = 37; C = 9; D = -1; E = -0.2; F = 2; G = 0.8; H = 0; I = -37; J = 3.6

SMILES: CC(C)Sc1n[nH]c(=O)n1-c1ccccc1
  A = -6; B = 6; C = 6; D = 8; E = i; F = 5; G = 0.6; H = -3; I = 3; J = 0.3

SMILES: Cc1ccc(C)c(-n2nnnc2SCC(=O)Nc2cccc(-c3nnc4n3CCCCC4)c2)c1
  A = 12; B = 35; C = 2; D = -2; E = -0.8; F = -2; G = /; H = 1; I = 2; J = -0.5

SMILES: CCOc1ccc(S(=O)(=O)N2CCN(CC(O)COc3cccc([N+](=O)[O-])c3)CC2)cc1 (stereo unspecified)
  A = -11; B = 13; C = 26; D = 2; E = -0.5; F = 0; G = -2.6; H = 0; I = -12; J = -0.3

SMILES: O=C(NC1CCS(=O)(=O)C1)c1cccc(S(=O)(=O)N2CCCCC2)c1 (stereo unspecified)
  A = -10; B = 5; C = -5; D = -1; E = i; F = -2; G = /; H = 2; I = -8; J = -0.4

SMILES: COC(=O)C(CC(C)C)N1CCC(=O)c2ccccc2S1(=O)=O (stereo unspecified)
  A = -15; B = 10; C = -5; D = 2; E = -0.7; F = 9; G = 0.5; H = /; I = 1; J = -0.4

SMILES: CCc1cc(-c2cnnn2Cc2ccccc2)ccc1-c1cn(CC(C)C)nn1
  A = /; B = /; C = 26; D = -11; E = -0.6; F = 4; G = 1.0; H = /; I = /; J = /

SMILES: Cc1ccc(NCc2cccc(B(O)O)c2)cc1
  A = 10; B = /; C = -12; D = -10; E = i; F = 1; G = -0.9; H = /; I = /; J = -0.7

SMILES: CCc1ccc2[nH]c(=O)c(CN(CCCN3CCOCC3)C(=O)Nc3ccc(Cl)cc3)cc2c1
  A = 1; B = 53*; C = 15; D = 6; E = i; F = -1; G = /; H = -6; I = -1; J = 0.1

SMILES: COc1ccc(NC(C)c2ccccc2)cc1 (stereo unspecified)
  A = 22; B = -10; C = -14; D = -4; E = -0.3; F = 2; G = -2.2; H = -3; I = /; J = 0.1

An excerpt of these results, with bars between the fields:
Compound | PriA SSB inh | DUSP3 inh | Y pestis TopoI | Anthrax LF prot | BH1578 lux ind | MazEF act | TcdB GH inh | 3CLpro inhibitor | Rv3671c protease | PfHsp40 rescue
CCCOc1ccc(C(=O)NC(=S)NCc2cccnc2)cc1 | -2 | 0 | 29 | -2 | -0.2 | 2 | 1.0 | 0 | 5 | 0.3
O=C(NCCC1=CCCCC1)C1CCC(CNc2c(N3CCCC3)c(=O)c2=O)CC1 (stereo unspecified) | -7 | 20 | -2 | -6 | i | 7 | 0.4 | -6 | 1 | 1.2
CC[n+]1ccc(C[n+]2ccccc2)c2ccccc21 | -4 | 2 | -7 | -1 | -0.2 | -6 | / | 3 | -8 | 1.2
COc1ccccc1-c1cc(C(=O)O)c2c(=O)n(C)c(=O)n(Cc3ccccc3)c2n1 | -37 | 17 | 13 | -1 | -0.6 | 1 | 0.1 | -2 | -6 | -0.4
Cc1ccc(-c2cc(C(=O)NCc3ccc4c(c3)OCO4)[nH]n2)c(O)c1C | -2 | 32 | -9 | 2 | / | 2 | / | 2 | -10 | 1.0
CC(Oc1ccc(Cl)cc1)c1ccnn1S(=O)(=O)c1ccc(Cl)cc1 (stereo unspecified) | -22 | 9 | 34 | -3 | -0.6 | -1 | / | 1 | 1 | 2.0
COC(=O)C1=C(c2ccc(F)cc2OCc2ccccc2)C[C@@H]2CC[C@H]1N2C(=O)NCCOc1ccccc1Cl | -7 | / | 26 | -2 | -6.7 | 7 | 0.5 | / | -6 | 6.1

New compounds follow
Field names: A = PriA SSB inh; B = DUSP3 inh; C = Y pestis TopoI; D = Anthrax LF prot; E = BH1578 lux ind; F = MazEF act; G = TcdB GH inh; H = 3CLpro inhibitor; I = Rv3671c protease; J = PfHsp40 rescue
SMILES: O=S(=O)(c1ccc(Cl)cc1)N1CCCCC1c1cccnc1 (stereo unspecified)
  A = -6; B = 14; C = 11; D = -2; E = -0.3; F = 0; G = 5.5; H = 6; I = 1; J = ?

SMILES: COc1ccc(NC(=O)N(CCc2ccccc2)Cc2cc3c(C)cc(C)cc3[nH]c2=O)cc1
  A = 9; B = -12; C = 26; D = -11; E = -0.3; F = -10; G = /; H = -3; I = 1; J = 1.1

SMILES: Cc1ccc2[nH]c(=O)c(CN(CCCN3CCOCC3)C(=O)NC3CCCCC3)cc2c1
  A = -12; B = 19; C = 5; D = -1; E = i; F = 4; G = /; H = -7; I = 0; J = 0.7

SMILES: CCOc1ccc(S(=O)(=O)Nc2nccs2)cc1
  A = -4; B = 18; C = 2; D = -5; E = -0.6; F = -16; G = /; H = 1; I = -14; J = 0.2

SMILES: O=S1(=O)CCN(CCCc2ccccc2)CC1
  A = /; B = /; C = -3; D = 2; E = i; F = 2; G = 0.0; H = /; I = /; J = /

SMILES: CCCc1c(C)c2cc(C)ccc2[nH]c1=O
  A = -15; B = 32; C = 17; D = -4; E = -0.5; F = 13; G = /; H = -4; I = -9; J = 0.5

SMILES: Cc1ccc(NC(=O)C(=O)NCC2OCCc3ccccc32)cc1 (stereo unspecified)
  A = 5; B = 16; C = 3; D = -6; E = 0.4; F = -9; G = -0.2; H = 1; I = 1; J = -0.4

SMILES: CC(=O)Nc1cc(NC(=O)C2C3C=CC(C3)C2C(=O)O)ccc1Cl (stereo unspecified)
  A = -16; B = 20; C = -15; D = 2; E = /; F = -1; G = /; H = -1; I = -1; J = -1.4

SMILES: COc1cccc(CNC(=O)Cc2c(C(=O)O)[nH]c3ccccc23)c1
  A = 1; B = -12; C = 2; D = 1; E = i; F = 0; G = /; H = 2; I = -1; J = -0.9

SMILES: CC1(C)Cc2nc3sc(C(=O)NCCCO)c(N)c3cc2CS1
  A = -1; B = 21; C = -5; D = 3; E = -0.5; F = -9; G = 0.1; H = -2; I = 4; J = -0.4

SMILES: N/C(=N\OC(=O)c1cccs1)c1cccc([N+](=O)[O-])c1
  A = /; B = 19; C = 2; D = 3; E = -0.3; F = 0; G = 0.9; H = 0; I = 3; J = -0.4

SMILES: COc1ccc(C(=O)NCCN2C(=O)S/C(=C\c3cccnc3)C2=O)cc1[N+](=O)[O-]
  A = 2; B = 21; C = -5; D = -1; E = i; F = 13; G = 2.5; H = -3; I = -4; J = 5.6

SMILES: COc1cc2cc(CN(CCCN3CCOCC3)Cc3nnnn3Cc3ccccc3)c(=O)[nH]c2cc1OC
  A = -9; B = 16; C = 16; D = 1; E = -0.3; F = 4; G = 4.4; H = 7; I = 1; J = 0.4

SMILES: C=CCNC(=S)NNC(=O)c1ccc(OCCC)cc1
  A = -12; B = 14; C = -4; D = -8; E = /; F = 3; G = /; H = -2; I = 9; J = 0.4

SMILES: Clc1ccc2c(c1)C(c1ccccc1Cl)=NCc1nnc(Br)n1-2
  A = -4; B = 0; C = 6; D = 2; E = -7.7; F = -6; G = /; H = 4; I = -1; J = 0.9

SMILES: CC(=O)OCC1OC(Nc2cccc(C)c2)C(OC(C)=O)C(OC(C)=O)C1OC(C)=O (stereo unspecified)
  A = 3; B = 2; C = -5; D = -3; E = -0.3; F = -5; G = /; H = 2; I = -2; J = 0.7

SMILES: COc1ccc(-c2noc(CCCC(=O)Nc3cccnc3)n2)cc1OC
  A = -2; B = -11; C = -2; D = -4; E = -0.3; F = 5; G = 1.1; H = 0; I = 9; J = 1.3

SMILES: COc1ccccc1C1NC(=O)NC(C)=C1C(=O)OC1CCCC(C)C1 (stereo unspecified)
  A = 1; B = 39; C = 28; D = -11; E = i; F = 5; G = 0.9; H = 5; I = -4; J = -1.5

SMILES: CCN1CCN(C(=O)C2(NC(=O)Nc3cccc(F)c3)CCCCC2)CC1
  A = -7; B = 32; C = -4; D = 2; E = -0.2; F = 9; G = /; H = 2; I = -2; J = -1.4

SMILES: CC(C)c1nc2oc3c(NCc4cccnc4)ncnc3c2c2c1CCC2
  A = -4; B = 33; C = 6; D = 1; E = -1.6; F = 40; G = /; H = -4; I = 1; J = 0.0

SMILES: Cc1cc(C)n(-c2nc(C)nc(NCc3ccccc3)n2)n1
  A = -11; B = 6; C = 10; D = -2; E = i; F = 5; G = /; H = -1; I = 2; J = 0.2

SMILES: CC1CCCN(CCCNC(=O)C2CC(=O)N(c3ccc(F)c(Cl)c3)C2)C1 (stereo unspecified)
  A = -9; B = 27; C = -1; D = 0; E = -1.2; F = 4; G = /; H = 1; I = 5; J = 1.6

SMILES: C/C(=N/NC(=O)c1ccc(O)cc1)c1cccc([N+](=O)[O-])c1
  A = /; B = -4; C = -3; D = 0; E = -1.9; F = -1; G = -1.1; H = 1; I = -7; J = 0.1

Some of the compounds tested, so the mix of outcomes need not match the whole.
